aDG glyco up: activators of alpha-DG glycosylation, primary screen, uHTS, Pro5-aDG cells, AlphaScreen | alpha-DG glycosylation AlphaScreen (IIH6); 0% Pro5, 100% B10-LARGE cell signal | activation, % at 10 µM | 360,000 tested, 0.22% active | AID 624168, 2012;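 active means activation of at least 8% versus controls, or a plate z-score of at least 8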;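 further: Pro5 are CHO cells carrying HIG-tagged alpha-DG that lacks glycosylation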
MITF TRPM1 inh: inhibitors of MITF-dependent TRPM1 promoter reporter, primary screen, cell-based, SK-MEL-5, single point, luciferase | inhibition, % at 12.5 µM | 330,000 tested, 0.83% active | SK-MEL-5 TRPM1 promoter luciferase, 24 h;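 active means mean inhibition across replicates of 60% or more, whatever share of single replicates reaches that level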; further: values of inactives mirror those of a sister screen read the other way
NR2E3 ag-1: inhibitors of NR2E3-RetCOR corepressor binding, primary screen, NR2E3 agonist project, biochemical, TR-FRET, GST-NR2E3, biotin-RetCOR; 320,000 tested, 0.12% active; 1536-well; Photoreceptor-specific nuclear receptor (Homo sapiens), Q9Y5X4; inhibition of corepressor binding, % at 4.78 µM; AID 2300, 2010;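 active means percent inhibition above the cutoff of mean plus 3 SD of all tested compounds, set per screening campaign, cut at about 20% in these data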;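 further: 0% = DMSO wells and 100% = biotin wells as full block of FRET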
Target sequence (Q9Y5X4 whole entry, looked up): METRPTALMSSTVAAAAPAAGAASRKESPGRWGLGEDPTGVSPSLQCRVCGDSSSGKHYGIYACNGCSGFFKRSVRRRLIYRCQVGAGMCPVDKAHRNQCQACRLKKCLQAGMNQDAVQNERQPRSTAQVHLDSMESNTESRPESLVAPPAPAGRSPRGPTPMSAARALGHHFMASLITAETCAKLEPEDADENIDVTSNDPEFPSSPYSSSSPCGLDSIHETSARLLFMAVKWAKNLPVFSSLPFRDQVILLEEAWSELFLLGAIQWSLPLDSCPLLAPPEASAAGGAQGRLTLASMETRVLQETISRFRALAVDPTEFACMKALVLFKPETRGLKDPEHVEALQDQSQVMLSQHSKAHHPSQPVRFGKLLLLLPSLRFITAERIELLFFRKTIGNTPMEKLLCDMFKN
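System: GST-tagged NR2E3 plus biotinylated RetCOR corepressor; Amount: 1.35 nM GST-tagged NR2E3 final; Dosing: single nominal compound dose of 4.8 µM; Schedule: 5 h incubation at 4 °C; Technique: TR-FRET with europium anti-GST and streptavidin-D2, 340 nm excitation; Controls: biotin wells as high control, 0.6% DMSO wells as low control.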
TWEAK-Fn14 inh: inhibitors of TWEAK-Fn14 signaling, primary screen, luciferase reporter cells, uHTS; TWEAK-stimulated Fn14 reporter cells, luciferase luminescence, 8 h; inhibition, % at 10 µM; 360,000 tested, 2% active; AID 1159606, 2016; in the data active means inhibition above about 50%
hiPSC survival: enhancers of single-cell hiPSC survival, primary screen, ATPlite luminescence; 100% = ROCK inhibitor wells, 0% = DMSO; survival enhancement, % at 20 µM; 360,000 tested, 0.044% active; in the data active means survival enhancement above about 18%;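 further: cells exposed to compounds for 16 hours before the ATP read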
HIF-2a inh: HIF-2a reporter inhibitors, primary screen, luminescence, 786-0 RCC cells; 786-0 RCC cells HIF-2a reporter, luciferase luminescence, overnight; inhibition, % at 18.8 µM; 360,000 tested, 0.72% active; AID 624352, 2012;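 active means inhibition of the luminescence signal of 40% or more relative to plate controls, in a single-dose primary screen at 18.75 µM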
CF NFkB inh: inhibitors of PAF-induced NF-kB signaling, primary screen, cell-based, GFP fluorescence, uHTS | AID 588850, 2011 | 360,000 tested, 0.86% active | inhibition, % at 5 µM | KKLEB NF-kB-GFP reporter, GFP fluorescence overnight;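 active means at least 50% inhibition at 5 µM, scaled per plate between neutral and stimulator controls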;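 further: PAF is a Pseudomonas aeruginosa culture filtrate used as stimulus; plate controls were PAF-stimulated DMSO wells for no effect and unstimulated DMSO wells for full effect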
Peg3 prom inh: Peg3 promoter-driven luciferase inhibitors, primary screen, cell-based, HeLa, luciferase luminescence; 360,000 tested, 1.7% active; AID 588405, 2011; inhibition, % at 20 µM; HeLa PEG-Prom luciferase reporter, overnight;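 active means inhibition of at least 50% at 20 µM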
Shn3 3UTR inh: reduction of Shn3 3'UTR firefly luciferase signal, primary screen, Schnurri-3 inhibitor project, cell-based, Clone20 osteoblasts, set 2; inhibition, % at 12.5 µM; Clone20 osteoblast Shn3 3'UTR firefly luciferase, 24 h; 360,000 tested, 0.52% active;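 active means mean inhibition of at least 75% with every replicate also reaching 75%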;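 further: 0% = median of neutral control wells and 100% = pilot-screen positive control compound; some compounds past the cut are filed as inactive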
NR2E3 ag-2: NR2E3 agonists in two-hybrid cells, primary screen, cell-based, luminescence, CHO-S, Gal4-NCOR/VP16-NR2E3; inhibition of corepressor binding, % at 3.98 µM; 360,000 tested, 0.35% active; AID 602229, 2012; luciferase;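 active means inhibition above the mean of all tested compounds plus 3 SD, cut at about 70% in these data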;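 further: 0% = DMSO with NR2E3 transfected cells and 100% = cells lacking NR2E3 construct; higher means lower luciferase signal from less NR2E3 corepressor binding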
KKLEB tox: cytotoxicity in KKLEB CF airway cells, primary screen, cytotoxicity control for CF NF-kB inhibitor project, cell-based, uHTS, fluorescence assay plates; KKLEB CF airway cells viability, ATPlite luminescence, overnight; hits give low values; cells stimulated with P. aeruginosa culture filtrate; activity change (cytotoxicity), % at 5 µM; 360,000 tested, 0.36% active; AID 602141, 2011;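 active means corrected activity change at or below -50% at 5 µM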
Starred values were filed as active, the others as inactive; nt = no result given.

Sample of the layout:
SMILES	aDG glyco up	MITF TRPM1 inh	NR2E3 ag-1	TWEAK-Fn14 inh	hiPSC survival	HIF-2a inh	CF NFkB inh	Peg3 prom inh	Shn3 3UTR inh	NR2E3 ag-2	KKLEB tox
CC(C)c1ccc(NC(=O)NC2CCN(CC(=O)Nc3cccc4ccccc34)CC2)cc1	1.0	6	3	10	-1.7	-3	-3	36	29	24	-1
CC(C)Oc1cccc(C(=O)Nc2nnc([C@@H]3C[C@H](O)[C@@H](CO)O3)s2)c1	-0.3	nt	nt	-9	-1.7	1	-10	-2	1	-26	-1

All compounds of this part, previewed entries included:
SMILES	aDG glyco up	MITF TRPM1 inh	NR2E3 ag-1	TWEAK-Fn14 inh	hiPSC survival	HIF-2a inh	CF NFkB inh	Peg3 prom inh	Shn3 3UTR inh	NR2E3 ag-2	KKLEB tox
CC(C)c1ccc(NC(=O)NC2CCN(CC(=O)Nc3cccc4ccccc34)CC2)cc1	1.0	6	3	10	-1.7	-3	-3	36	29	24	-1
CC(C)Oc1cccc(C(=O)Nc2nnc([C@@H]3C[C@H](O)[C@@H](CO)O3)s2)c1	-0.3	nt	nt	-9	-1.7	1	-10	-2	1	-26	-1
COc1ccc(-c2nc(N3CCCC3)[nH]c(=O)c2C#N)cc1	-0.2	-5	1	11	-0.6	5	-2	20	16	-4	-6
Cn1nc(C(F)(F)F)c(-c2ccccc2)c1NC(=O)CSCC(=O)O	0.2	3	-1	16	0.2	15	17	1	-1	-2	2
O=C(COc1cccnc1[N+](=O)[O-])Nc1cccc(S(=O)(=O)N2CCCCC2)c1	0.2	5	0	5	-2.8	10	-12	28	8	-12	4
CCc1ccccc1NC(=O)NNC(=O)CCc1ccccc1	0.4	7	-1	-2	-0.4	10	18	4	9	-1	-12
O=C(CCc1ccccc1)Nc1ccc(F)c([N+](=O)[O-])c1	2.4	-16	4	-5	-0.1	-4	-13	-26	-6	0	11
CCOC(=O)c1c(NC(=O)COC(=O)c2ccc([N+](=O)[O-])cc2)sc(C(=O)N(C)C)c1C	0.3	-1	0	-14	-0.2	6	13	4	-26	-36	-7
COc1cc(-c2nc(-c3cccnc3)no2)cc(OC)c1OC	-0.1	-17	4	-8	-2.7	-10	15	0	-7	-25	-2
COC(=O)C1CCN(c2ccc([N+](=O)[O-])cc2[N+](=O)[O-])CC1	-0.1	7	-1	-6	-0.7	6	-4	13	10	-23	20
COc1ccc(OC)c(/C=C/C(=O)N2CCN(S(=O)(=O)c3ccc(C)cc3C)CC2)c1	-0.1	-1	3	-10	3.5	3	12	42	25	-9	3
Cc1onc(-c2ccccc2Cl)c1C(=O)N1CCC(C)CC1	0.0	15	2	14	-0.5	16	-4	-6	-36	-3	0
Cc1ccc(NC(=O)CSC2=NCCN2)cc1	0.1	1	-3	5	10	-3	-13	-7	-11	-25	22
CC(=O)NN1C(=O)c2ccccc2NC1c1ccc(N(C)C)cc1 (centres undefined)	-0.1	-3	0	18	0.9	-67	-4	-51	-9	-58	9
C[C@H]1CN([C@@H](C)CO)C(=O)c2cc(C3=CCCC3)cnc2O[C@@H]1CN(C)C(=O)c1ccncc1	0.0	nt	nt	-34	-0.9	-2	-22	-3	-7	-34	10
Cc1ccc2nc(-c3ccc(NC(=O)CNC4CC4)cc3)sc2c1	0.9	-58	nt	-29	-1.6	-119	-17	-309	-43	-132	12
O=C(COC(=O)Cn1nnc(-c2ccccc2)n1)Nc1ccccc1Br	-0.1	0	nt	4	-1.8	7	-17	-10	-6	-27	8
c1ccc(-c2ccccc2OCCCCn2ccnc2)cc1	0.1	3	2	-2	0.0	27	6	29	19	-46	2
C=CCn1c(O)c(N=NC(=O)CNC(=O)Cc2ccccc2)c2ccccc21	0.0	8	-5	-2	1.7	0	-10	1	12	-16	7
COc1ccc(Oc2coc3cc(OC(=O)c4cccs4)ccc3c2=O)cc1	-0.3	-4	3	-18	-4.8	-44	7	-19	-19	-10	-3
COc1ccc(N2C(=O)CN(Cc3ccc(OC)c(OC)c3)C2=S)cc1	0.1	8	2	-3	1.1	6	21	6	-5	-3	-10
Cc1cc(Nc2cccc(C(=O)O)c2)n2ncnc2n1	-0.1	-13	0	-6	-0.1	2	15	-2	2	13	-13
Cc1cccc(Nc2nnc(SCC3CCCCO3)s2)c1C (centres undefined)	0.1	-27	2	-46	-1.6	-105	-16	-110	-6	-44	4
COC(=O)c1c(C)[nH]c(C)c1-c1ccccc1Cl	-0.1	12	1	-6	-3.4	15	1	16	9	5	2
Nc1nc(-c2cc3c(cc2Cl)OCCO3)cs1	0.0	-10	4	2	-0.2	-56	-9	-57	-11	-39	14
CCOc1ccc(N(C(C)C(=O)Nc2ccc(OC)cc2)S(C)(=O)=O)cc1 (centres undefined)	0.0	-3	-1	-2	0.3	15	-11	14	6	6	6
O=C(O)C1=C[C@H](c2ccccc2)C[C@H](OCCCCO)O1	0.8	4	6	3	-2.0	9	6	-5	12	-18	8
Cc1ccccc1CC(=O)N1CCN(C(=O)c2ccco2)CC1	0.1	5	1	-6	-0.5	9	2	1	-9	-42	7
Cc1ccccc1NC(=O)CSc1nc2[nH]c(=O)cc(O)c2s1	-0.5	-13	nt	2	0.1	6	15	17	-16	26	-11
CCCn1c(SCC(=O)Nc2c(CC)cccc2CC)nnc1C(C)C	-0.1	8	-3	-7	1.5	8	-9	8	2	-5	9
CCCCc1ccc(Nc2nc(CCC)cc(=O)[nH]2)cc1	1.9	15	0	5	0.6	-16	-12	2	73	18	-2
O=C(COC(=O)c1ccccc1Cl)NC1CCCCCCC1	-0.1	-34	nt	-24	-0.4	-13	-1	-142	-29	-19	1
COc1cc(C2=CCN(C(C)=O)CC2)ccc1OC(C)=O	0.1	1	-3	-6	2.8	3	2	-13	3	-28	3
CC1OC2CC(=O)OC2C2=C1C(=O)c1c(O)cccc1C2=O (centres undefined)	-0.1	nt	nt	107*	0.1	90*	91*	103*	94*	101*	-83*
CSc1ccc(C2=CC(=O)C[C@H](c3ccc(F)cc3)C2)cc1	-0.1	-13	2	-36	-3.0	-21	20	-22	-1	-25	-13
NS(=O)(=O)c1ccc(CCNc2ccn3nc(-c4ccc(OCCN5CCOCC5)cc4)cc3n2)cc1	-0.2	nt	nt	12	0.9	-7	13	32	-11	-54	-7
CCCCCCCCCCCC(=O)N/N=C/c1ccco1	-0.2	3	1	4	-1.6	0	0	-1	-16	-18	-6
COCCNCC1C(Oc2ccc(Cl)cc2)C(=O)N1c1ccccc1C (centres undefined)	0.8	-25	1	-15	3.6	19	5	2	-8	-2	-3
CCCCn1c(N)c(N(CCOC)C(=O)COC(=O)COc2ccccc2C#N)c(=O)[nH]c1=O	-0.3	11	3	-10	-0.3	-1	-19	3	-25	-34	5
COc1ccc(-c2nc(CSCC(=O)N3CCN(c4cccc(C)c4)C(C)C3)c(C)o2)cc1OC (centres undefined)	0.3	29	0	26	-0.7	0	11	24	42	-16	-7
COc1cc2c(cc1OC)C(C(=O)O)C(c1cc(Br)c(O)c(OC)c1)N(C)C2=O (centres undefined)	0.3	6	3	-1	-0.4	8	-12	12	-17	-8	1
CCc1ccc(C2C3=C(CC(C)(C)CC3=O)Nc3c2c(=O)[nH]c2nc(C)nn32)cc1 (centres undefined)	0.2	16	2	5	-0.4	19	12	5	11	-10	-6
COc1ccc(-c2cc(C(F)(F)F)nc(NCc3cccs3)n2)cc1	0.1	-12	-1	11	0.3	-30	0	7	5	4	-1
Cc1ccc2oc(C(=O)Nc3nonc3C)c(C)c2c1	-0.1	-77	-5	-7	-0.5	-220	-8	-403	-157	15	8
CCc1c(C)c2ccc(OCC(N)=O)cc2oc1=O	-0.2	-33	0	-11	1.1	-93	-20	-70	3	-21	10
Cc1nc2c(cnn2-c2ccccc2)c(=O)[nH]1	-0.1	-8	0	2	0.1	4	-1	-7	-15	-22	20
Cc1cc(C)n2nc(SCC(=O)Nc3ccccc3C)nc2n1	0.0	2	2	-11	-0.4	7	2	4	7	18	0
Cc1[nH]nc2c1C(c1c[nH]c3ccccc13)C(C#N)=C(N)O2 (centres undefined)	-0.1	-17	-5	-32	-0.5	2	-14	5	nt	-10	4
O=C(/C=C/c1cn(-c2ccccc2)nc1-c1cccnc1)c1ccco1	-0.1	14	-2	80*	-0.2	30	32	43	-6	-7	-6
CCOc1ccc(C(=O)NC(=S)Nc2ccc(NC(=O)C(C)C)cc2)cc1[N+](=O)[O-]	0.0	-70	1	3	0.1	-2	0	23	20	-37	-3
CSc1ccc(S(=O)(=O)NCC(=O)OCC(=O)N(C)CC(=O)Nc2ccccc2Cl)cc1[N+](=O)[O-]	0.1	-5	2	2	-0.4	4	8	0	-8	0	8
O=C(NC(Cc1ccccc1)C(=O)NCCc1ccccn1)c1ccccc1 (centres undefined)	0.0	3	-2	16	-0.2	5	3	17	12	-8	2
O=C(Nc1ccc(S(=O)(=O)N2CCOCC2)cc1)c1cccc([N+](=O)[O-])c1	0.1	1	nt	-15	-0.7	14	-4	11	10	-3	0
CC(C)(C)n1nnnc1CN1C2CCC1CC(NC(=O)Nc1ccccc1)C2 (centres undefined)	0.1	7	1	2	1.0	7	5	16	1	-18	5
Cc1cccc(C)c1-n1nnnc1SCc1nc(N)nc(N(C)C)n1	-0.3	nt	nt	23	0.7	13	-23	20	55	-10	7
C#CCOCCOCCOCCNc1nc(N2CCN(C(=O)CCCCCCCCCCNC(=O)Cn3cc(CCCCCN)nn3)CC2)nc(N2CCN(C(=O)CCCCCCCCCCNC(=O)[C@@H](CCSC)n3cc(CCO)nn3)CC2)n1	0.2	35	1	-24	-3.9	-11	-10	77*	5	-2	5
OC(COc1ccc(Br)cc1)CN1CCC(Cc2ccccc2)CC1 (centres undefined)	-0.2	-9	0	-2	-0.4	21	20	29	-6	-5	-32
O=C(O)c1cc(-c2ccccc2)n(-c2ccccc2C(=O)O)n1	-0.1	0	3	7	1.4	2	9	-4	39	4	1
O=C(CN1CCN(c2ccccc2F)CC1)NC(=O)NC1CCCCC1	-0.1	-3	nt	11	0.3	9	13	-4	-13	-5	-6
COc1ccc(OC)c(NS(=O)(=O)c2ccc(SC)cc2)c1	-0.1	28	-4	1	14	1	-5	26	14	-21	-6

Screens: PubChem BioAssay, several laboratories
